NR1D1 modulator = modulators of human Rev-erb alpha DNA binding; Rev-erbα–FITC-DNA binding, fluorescence polarization, 90 min; activity, % at 10 µM; 0.79% of 370,000 active; AID 1259318;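 active = activity above about 14%, limit read from the data; passing the limit was not always enough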;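 note: 0% = DMSO wells with 35 nM protein and 100% = DMSO wells with 750 nM protein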
HGIII-sPLA2 inh = Blocks human group III sPLA2 activity | 0.56% of 370,000 active | QFRET BODIPY PC-A2 liposome hydrolysis, fluorescence | inhibition, % at 12.2 µM | AID 743126;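 active = inhibition above mean plus 3 SD of compounds lying within the high and low control bounds, cut at about 19% in these data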;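 note: 0% = median of test compound wells and 100% = no enzyme DMSO wells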
Target sequence (Q9NZ20 whole entry, looked up): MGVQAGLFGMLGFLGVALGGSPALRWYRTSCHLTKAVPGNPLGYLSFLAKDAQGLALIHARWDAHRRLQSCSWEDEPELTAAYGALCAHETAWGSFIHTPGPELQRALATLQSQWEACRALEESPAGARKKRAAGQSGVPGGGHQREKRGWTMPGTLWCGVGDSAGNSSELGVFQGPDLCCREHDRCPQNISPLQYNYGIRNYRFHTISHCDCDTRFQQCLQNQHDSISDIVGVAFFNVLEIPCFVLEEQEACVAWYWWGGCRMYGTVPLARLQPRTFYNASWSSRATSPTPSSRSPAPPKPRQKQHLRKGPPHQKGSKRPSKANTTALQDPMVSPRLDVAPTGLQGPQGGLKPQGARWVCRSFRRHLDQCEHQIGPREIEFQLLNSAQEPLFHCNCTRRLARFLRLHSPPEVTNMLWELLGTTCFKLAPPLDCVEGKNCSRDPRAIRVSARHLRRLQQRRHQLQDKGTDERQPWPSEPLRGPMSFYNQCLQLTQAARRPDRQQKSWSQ
proKLK7 act = activators of human kallikrein-7 zymogen; 0.9% of 370,000 active; P49862; purified proKLK7, EDANS-DABCYL substrate fluorescence; 100% is mature enzyme control, 0% vehicle; activation, % at 7 µM; AID 652039;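 active = activation above the mean of all tested compounds plus 3 SD, computed per campaign excluding outliers beyond control limits, cut at about 13% in these data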
DDE Tn7 FP inh = DD(E)-Tn7 binding inhibition, primary FP screen. inhibition, % at 8.3 µM. FP displacement of FITC-Tn7 peptide from fibrin DD(E); 0% = median of compound wells per plate. 0.13% of 370,000 active. P02675;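 active = inhibition above the mean of compounds falling within the control limits plus 3 SD of them, cut at about 14% in these data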;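 note: 0% = plate median of compound wells and 100% = 10 µM Aha-Tn7 peptide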
Target sequence (P02675 whole entry, looked up): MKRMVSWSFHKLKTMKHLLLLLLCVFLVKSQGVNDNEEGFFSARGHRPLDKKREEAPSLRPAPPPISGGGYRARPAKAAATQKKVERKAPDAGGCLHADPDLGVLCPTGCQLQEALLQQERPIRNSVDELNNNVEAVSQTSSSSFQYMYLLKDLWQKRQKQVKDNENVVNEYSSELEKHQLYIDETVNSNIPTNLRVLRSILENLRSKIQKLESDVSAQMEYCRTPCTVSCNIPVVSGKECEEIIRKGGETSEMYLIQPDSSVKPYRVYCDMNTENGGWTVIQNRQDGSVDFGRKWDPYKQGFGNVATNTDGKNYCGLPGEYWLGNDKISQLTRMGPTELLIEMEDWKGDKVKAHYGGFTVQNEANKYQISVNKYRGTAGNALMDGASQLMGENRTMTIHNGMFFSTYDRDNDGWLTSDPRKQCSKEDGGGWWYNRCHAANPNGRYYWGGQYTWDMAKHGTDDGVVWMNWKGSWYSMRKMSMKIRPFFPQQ
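Measure: % inhibition scaled between sample-field median and high-control FP; Test system: human fibrin DD(E); Quantity: 2 µM final DD(E) protein; Doses: one dose, 8.3 µM nominal; Schedule: compound with protein 10 min, then 3 h after probe, room temperature; Detection: fluorescence polarization; Medium: Tris buffer with calcium and detergent, pH 7.8.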
PLCg1 inh = inhibitors of human phospholipase C gamma1; P19174; purified PLC-gamma1, fluorogenic substrate, fluorescence; inhibition, % at 12.2 µM; 0.84% of 370,000 active; in the data active = inhibition above about 9.5%
Tn6 DDE FP = inhibitors of Tn6 peptide binding to human fibrin DD(E); P02675; Fibrin DD(E) TRITC-Tn6 fluorescence polarization displacement; inhibition, % at 8.3 µM; 0.21% of 370,000 active;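 active = inhibition above a per-campaign cutoff: mean of compounds within control limits plus 3 SD, cut at about 15% in these data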;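 note: 0% = median of all compound wells on the plate and 100% = blocking peptide control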
ARFGAP1 inh = inhibits rat ARF GTPase activating protein 1; Q62848; Arfgap1-stimulated ARF1 GTP hydrolysis, GDP FP detection; inhibition, % at 16.5 µM; 0.26% of 360,000 active; AID 651572;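 active = inhibition above a per-plate limit, mean inhibition of low control wells plus 3 SD, cut at about 25% in these data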;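 note: 0% = DMSO wells with enzyme and 100% = wells lacking Arfgap1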
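Assay system: purified rat His6-Arfgap1 residues 1-136 (GAP domain); Reagent: human Δ17 ARF1 bound to GTP; Dosing: 16.5 µM single point, 1.26% DMSO; Times: GTP hydrolysis reaction 2 h at 25 °C; Signal: FP, GDP Alexa 633 tracer displaced from anti-GDP antibody, 620/688 nm; Measure: % inhibition from polarization.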
PLC-beta3 inh = PLC-beta3 (human) inhibition, primary screen; Q01970; inhibition, % at 12.2 µM; 0.18% of 370,000 active; AID 720704; Purified PLC-beta3, fluorogenic substrate, fluorescence; in the data active = inhibition above about 11%;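 note: 0% = median of compound wells on plate and 100% = full blocker control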
ASAP1 GAP inh = blocks human ASAP1-stimulated Arf1 GTP hydrolysis; Q9ULH1; AID 624377; 0.19% of 360,000 active; inhibition, % at 16.5 µM; GDP FP detection; in the data active = inhibition above about 25%;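 note: 0% = vehicle with enzyme and substrate and 100% = no enzyme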
UHRF1 binding = blocks human UHRF1 binding to methylated DNA. Q96T88. UHRF1 binding to methylated oligo, TR-FRET. inhibition, % at 4.4 µM. 0.75% of 370,000 active. AID 687016; in the data active = inhibition above about 21%;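 note: UHRF1 SRA domain binding a hemimethylated CpG hairpin DNA probe; 0% = median of test compound wells and 100% = reference inhibitor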
* hit, by the source's call.

SMILES | NR1D1 modulator | HGIII-sPLA2 inh | proKLK7 act | DDE Tn7 FP inh | PLCg1 inh | Tn6 DDE FP | ARFGAP1 inh | PLC-beta3 inh | ASAP1 GAP inh | UHRF1 binding
CC1(C)CC(N2CCN(Cc3ccccc3)CC2)=CC(=[N+]2CCCCC2)C1 | 3 | 4 | -0.5 | -6 | 5 | 2 | 8 | -4 | -3 | 0
NS(=O)(=O)c1ccc(CNC(=O)C(c2ccccc2)c2ccccc2)cc1 | -6 | -7 | 0.0 | -3 | 0 | 3 | -2 | -2 | 3 | -3
Cc1ccc(NC(=O)c2ccc(Cn3cc(Cl)cn3)o2)c(C)c1 | 9 | -1 | 0.3 | -2 | 0 | 4 | 3 | -3 | -1 | -1
CCc1nc2ccc(C(=O)NCc3cccs3)cn2c1N(CC)CCN(C)C | 10 | 0 | -0.1 | 5 | -6 | -6 | -2 | -6 | -7 | 18
COc1ccccc1NS(=O)(=O)c1cc(NC(=O)c2ccc3c(c2)OCCO3)ccc1C | 0 | -14 | -0.3 | 1 | -2 | 11 | -1 | -1 | 9 | 0
CCc1ccc(C(C(=O)NC2CCCCC2)N(C(=O)c2csnn2)C2CC2)cc1 (stereo not drawn) | 0 | 0 | -0.1 | 8 | 0 | 1 | -3 | -4 | 6 | 1
Cc1cc(=O)oc(C)c1C(=O)N1CCc2c([nH]c3ccccc23)C1C(C)C (stereo not drawn) | 0 | -7 | 5.2 | 3 | -98 | 10 | -1 | -127 | -4 | -3
C[C@H](CO)N1C[C@H](C)[C@@H](CN(C)CC2CC2)Oc2c(NC(=O)C3CC3)cccc2C1=O | -2 | -4 | -0.3 | -1 | 1 | -1 | -3 | 0 | 10 | 1
O=C1CSC2=NCN(c3ccccc3)CN12 | -6 | 6 | 0.1 | 1 | -1 | -3 | -2 | 0 | -5 | 2
CCOCCCNC(=O)CCNS(=O)(=O)c1ccc(C)cc1 | 0 | 0 | 0.6 | -11 | 4 | -6 | -1 | 3 | 5 | 1
NC(=S)c1cnn2c(-c3cccc(C(F)(F)F)c3)ccnc12 | 0 | 12 | 11 | 1 | -107 | 6 | -6 | -134 | -4 | -4
O=C1CC(c2ccccc2)=Nc2ccc(Br)cc2N1 | 10 | -11 | 6.3 | 3 | 3 | 7 | -2 | 1 | -8 | -2
Cc1ccc(C(=O)NCCN2C3=NC[C@H](C)N3C[C@H]2Cc2ccc(O)cc2)cc1Br | -5 | -6 | 0.2 | -2 | 3 | 2 | -1 | 0 | 2 | 7
CCOC(=O)C(=O)N(C)c1c(CC)nc2c(OCc3cccc(Cl)c3)cccn12 | -3 | -5 | 0.5 | -1 | 2 | 6 | 6 | 5 | -5 | -3
Cc1cccnc1NC(=O)Nc1cccc2ccccc12 | -3 | 1 | -7.6 | -5 | -59 | -1 | -10 | -79 | 0 | -1
O=C(CCc1ccccc1)NNC(=O)c1ccco1 | -2 | 0 | 0.4 | -4 | 1 | 1 | -2 | 4 | -13 | 1
Cc1ccc(NC(=O)OC(C)N2CCCCC2)cc1NC(=O)OC(C)N1CCCCC1 (stereo not drawn) | 0 | 17 | 0.2 | 3 | -3 | 4 | 3 | -1 | -13 | 7
CCN1C(=O)CC(NCc2ccc3c(c2)OCO3)C1=O (stereo not drawn) | 5 | 7 | 0.3 | 5 | 2 | 0 | -7 | 2 | -3 | 1
CCOc1ccc(NC(=O)c2ccc(NC(=O)Cc3n[nH]c(=O)c4ccccc34)cc2)cc1 | -4 | 2 | -0.1 | -3 | 0 | 4 | 1 | -9 | 0 | 2
Cc1cccc([C@@H]2[C@@H]3C(=O)N(Cc4ccccc4)C(=O)[C@@H]3[C@]3(Cc4ccccc4)C(=O)N(c4ccc(C(F)(F)F)cc4)C(=O)N23)c1 | -2 | -11 | -1.5 | 3 | 3 | -5 | -3 | 3 | -6 | 0
Cc1cccc(N2CCN(C(=O)CCS(=O)(=O)c3ccc4c(c3)NC(=O)C(C)S4)CC2)c1C (stereo not drawn) | 2 | 6 | -0.2 | 3 | -1 | -1 | 2 | -6 | -2 | 1
COc1cccc(C=NNc2nnc(NN=Cc3cccc(OC)c3OC)c3ccccc23)c1OC | 2 | 4 | -1.3 | -2 | -16 | -12 | 11 | -20 | 4 | -2
N#C/C(=C\c1ccc(O)c(O)c1)C(=O)Nc1cccc2ncccc12 | -28 | -12 | 1.1 | -6 | -170 | -5 | 5 | -269 | 18 | 28*
O=C(COC(=O)c1cnc(Cl)c(Cl)c1)Nc1ccc(S(=O)(=O)N2CCCC2)cc1 | -3 | -15 | -0.4 | -3 | -1 | 3 | 1 | 2 | -4 | -3
CC12CC(NC(=O)N1c1cccc(C(=O)N3CCCCC3)c1)c1ccccc1O2 (stereo not drawn) | 8 | 5 | 0.0 | 2 | -1 | 0 | -7 | -8 | 0 | 3
Further records.
SMILES | NR1D1 modulator | HGIII-sPLA2 inh | proKLK7 act | DDE Tn7 FP inh | PLCg1 inh | Tn6 DDE FP | ARFGAP1 inh | PLC-beta3 inh | ASAP1 GAP inh | UHRF1 binding
CCn1c(-c2cc(C3CC3)nc3ccccc23)n[nH]c1=S | 2 | 3 | -0.5 | -6 | -2 | -4 | 9 | -1 | -17 | 0
CC(=O)Nc1ccc(OC(=O)c2cc3ccccc3oc2=O)cc1 | 2 | 6 | 5.8 | 3 | -6 | -5 | 8 | -8 | 0 | -3
O=C(CN1C(=O)/C(=C/c2ccccc2F)SC1=S)NC1C=CS(=O)(=O)C1 (stereo not drawn) | -2 | 4 | -0.5 | 5 | 3 | 5 | 5 | -2 | -1 | 0
CC(C)CN1C(=O)C(=O)N(CC(=O)N(C)CC(=O)Nc2ccc(Cl)c(C(F)(F)F)c2)C1=O | 0 | -4 | 0.1 | 7 | -2 | 9 | 10 | -5 | 0 | -2
O=C(O)CSc1ncccn1 | 0 | -3 | 0.3 | -1 | -1 | -5 | 0 | -6 | -4 | -1
Cc1ccccc1S(=O)(=O)NC(=O)C1(C)CCN1C(=O)C1(c2ccc(Cl)cc2)CCC1 (stereo not drawn) | -2 | -20 | 0.3 | -6 | -1 | -2 | 1 | 1 | -21 | -3
O=C(OCC(=O)N1CCc2ccccc2C1)c1ccc(Cl)c([N+](=O)[O-])c1 | 3 | 9 | 0.2 | 4 | -1 | 11 | 11 | -13 | -2 | 1
COC(=O)c1nnn(-c2nonc2N)c1CN1CCc2ccccc21 | 2 | -7 | 0.0 | 5 | 0 | -3 | 2 | -3 | -2 | 0
COc1ccc(-c2nn(-c3ccccc3)cc2C(=O)N(C)CC(=O)Nc2ccccc2Br)cc1 | 2 | -16 | 0.4 | 4 | 3 | -2 | -7 | -6 | -13 | 1
CC1OC(OC2C(Oc3c(-c4ccc(O)cc4)oc4cc(O)cc(O)c4c3=O)OC(COC3O[C@@H](C)[C@H](O)[C@@H](O)C3O)C(O)C2O)C(O)C(O)C1O (stereo partly drawn) | 0 | 0 | -0.3 | 3 | 5 | 2 | -16 | 5 | -7 | 3
COc1ccc(CSC2=CS(=O)(=O)c3ccccc3N2)cc1 | -3 | -14 | -0.1 | 5 | 2 | 1 | -10 | 2 | 14 | 1
O=C(c1cc2c(s1)-c1ccccc1OC2)N1CCc2ccccc2C1 | 1 | 9 | -34 | 1 | -230 | -12 | -2 | -309 | -6 | 1
COc1cc2[nH]c(=O)n(Cc3ccc(C(=O)NCCCN4CCC(C)CC4)cc3)c(=O)c2cc1OC | -3 | -6 | -0.3 | 1 | 2 | 3 | -7 | 2 | 1 | 6
CCNC(=S)N/N=C(\C)c1cccc([N+](=O)[O-])c1 | -5 | 15 | -1.0 | -3 | -1 | -6 | -14 | -5 | -1 | -3
O=C(CCC1CCCC1)Nc1ccc(Br)cn1 | 6 | 0 | -0.2 | -4 | -1 | -6 | 4 | 5 | 7 | -2
NC(=O)CSc1nnc(CSc2ncccn2)n1-c1ccccc1 | 1 | 7 | 0.1 | 8 | 0 | 5 | -2 | -2 | -4 | -1
CC1(C)C(=O)OC(C(=O)c2ccc(C(C)(C)C)cc2)C(C)(C)C1=O (stereo not drawn) | 3 | -5 | 0.7 | -2 | -3 | -3 | 5 | -1 | -14 | -2
Cc1cc(C)n(CCOc2nonc2N)n1 | -6 | 4 | -0.6 | -6 | 11* | 0 | 3 | 12* | -7 | 0
CCOC(=O)C1(Cc2cccc(Cl)c2)CCCN(C(=O)c2cnn(CC)c2)C1 (stereo not drawn) | 1 | 3 | -0.5 | 4 | 4 | 3 | 4 | -6 | -15 | -1
C[C@H]1CN(S(=O)C(C)(C)C)[C@H](CCO)/C1=C\c1ccccc1 (stereo partly drawn) | -1 | 7 | 0.1 | -8 | 2 | -3 | 9 | 5 | 21 | 3
Cc1csc(NC(=O)C2CCN(C(=O)CSc3nnc(C)n3Cc3ccccc3)CC2)n1 | -2 | 0 | -0.1 | -7 | 3 | -1 | 9 | 3 | 1 | -3
O=[N+]([O-])c1ccc(CN2[C@H](COCc3ccccc3)[C@@H](N3CCCC3)CS2(=O)=O)cc1 | 5 | 2 | 0.3 | 3 | 7 | 9 | -4 | 7 | 2 | -3
COc1cc(OC)c(NS(=O)(=O)c2cc3[nH]c(=O)c(=O)[nH]c3cc2C)cc1Cl | -5 | -8 | 1.0 | 1 | 2 | -5 | 0 | 3 | -4 | -2
Cc1cc(C(=O)COc2ccccc2[N+](=O)[O-])c(C)n1-c1cccc(S(=O)(=O)N2CCOCC2)c1 | -2 | 14 | 0.0 | 5 | 7 | -5 | 11 | -3 | -2 | 3
CCCCCCC1CC(C)(/C(C)=N/NC(N)=O)OC1=O (stereo not drawn) | 6 | -3 | -2.0 | 0 | -5 | -2 | -1 | -4 | -1 | 0

Some of the entries so far, as labelled records.
CC1OC(OC2C(Oc3c(-c4ccc(O)cc4)oc4cc(O)cc(O)c4c3=O)OC(COC3O[C@@H](C)[C@H](O)[C@@H](O)C3O)C(O)C2O)C(O)C(O)C1O (stereo partly drawn)
  NR1D1 modulator: 0; HGIII-sPLA2 inh: 0; proKLK7 act: -0.3; DDE Tn7 FP inh: 3; PLCg1 inh: 5; Tn6 DDE FP: 2; ARFGAP1 inh: -16; PLC-beta3 inh: 5; ASAP1 GAP inh: -7; UHRF1 binding: 3

CCN1C(=O)CC(NCc2ccc3c(c2)OCO3)C1=O (stereo not drawn)
  NR1D1 modulator: 5; HGIII-sPLA2 inh: 7; proKLK7 act: 0.3; DDE Tn7 FP inh: 5; PLCg1 inh: 2; Tn6 DDE FP: 0; ARFGAP1 inh: -7; PLC-beta3 inh: 2; ASAP1 GAP inh: -3; UHRF1 binding: 1

O=C(CN1C(=O)/C(=C/c2ccccc2F)SC1=S)NC1C=CS(=O)(=O)C1 (stereo not drawn)
  NR1D1 modulator: -2; HGIII-sPLA2 inh: 4; proKLK7 act: -0.5; DDE Tn7 FP inh: 5; PLCg1 inh: 3; Tn6 DDE FP: 5; ARFGAP1 inh: 5; PLC-beta3 inh: -2; ASAP1 GAP inh: -1; UHRF1 binding: 0

Cc1ccc(C(=O)NCCN2C3=NC[C@H](C)N3C[C@H]2Cc2ccc(O)cc2)cc1Br
  NR1D1 modulator: -5; HGIII-sPLA2 inh: -6; proKLK7 act: 0.2; DDE Tn7 FP inh: -2; PLCg1 inh: 3; Tn6 DDE FP: 2; ARFGAP1 inh: -1; PLC-beta3 inh: 0; ASAP1 GAP inh: 2; UHRF1 binding: 7

From PubChem BioAssay
